Compound activity deposited in PubChem BioAssay by National Center for Advancing Translational Sciences (NCATS).
Lipid storage S3: qHTS Assay for Lipid Storage Modulators in Drosophila S3 Cells | Drosophila S3 cells, BODIPY lipid droplet fluorescence, 18-24 h; cells fed with added oleic acid | AID 2685 | lipid storage change, negative = inhibition, % at the top dose, mostly 46.1 µM; hits show Potency in µM | actives 0.64% (n = 320,000); active = well fitted inhibition curve with a large enough effect in the signal ratio, with a control signal flat, not every such curve was filed as active; inconclusive = small, poorly fitted or top-dose-only effect, or effect the other way, or a change in a side signal; the % refers to the signal ratio
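Drosophila S3 cells got compounds at several concentrations plus oleic acid (400 uM solution). Laser-scanning cytometry with 488 nm excitation read lipid droplets at 500-530 nm and cells at 575-640 nm. Percent activity was relative to 20 uM Triacsin C.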
Lipid storage S3 cell count max: second read-out of Lipid storage S3, no call of its own (marks repeat the call); cell number change, %; measured here: cell count max response;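 cells counted by Cell Tracker Red CMTPX staining in the red channel; peak over a dose series mostly up to 46.1 µM; percent activity relative to internal control wells on each plate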
* = called active by the depositor; i = inactive; ? = inconclusive; · = not tested or not shown; [ ] = another dose, or the depositor's remark. % is set by controls: 0 for no effect and ±100 for the full control effect; potency is the fitted concentration of half-maximal effect. A portion of the library; rates above refer to the full screens.

Start of the listing, in advance:
SMILES | Lipid storage S3 | Lipid storage S3 cell count max
CCOC(=O)/C(C#N)=C/c1cc(C)n(-c2ccc(C)cc2)c1C | ? | ·
COc1ccc(C(c2nnnn2C2CCCC2)N2CCN(c3ccccc3)CC2)cc1 (configuration not stated) | 2% | -3
C=CCn1c2ccccc2c(=O)c2cc(C#CC[C@@H](C)O)ccc21 | ? | ·
COc1ccc2c(c1)CCc1c(C(=O)N3CC4(C)CC3CC(C)(C)C4)noc1-2 (configuration not stated) | ? | ·
C/C(=N\NC(=O)c1ccc([N+](=O)[O-])cc1)c1cc2ccccc2oc1=O | -3% | 6
COc1ccc(OC)c(NC(=O)CN(C)CCOc2ccc(Br)cc2)c1 | i | ·
Cc1ccc(NC(=O)CSc2nc(=O)n(CCCN(C)C)c3c2CCC3)c(C)c1 | i | -2
Cc1nnc(NC(=O)c2ccc(-c3ccc(Cl)cc3)o2)s1 | ? | ·
Cc1cc(C)n(-c2nc(SCCN(C)C)c3c4c(sc3n2)CCCC4)n1 | ? | ·
CC1(C(=O)Nc2c(F)c(F)c(F)c(F)c2F)CC1(Br)Br (configuration not stated) | ? | ·
COc1ccc(C(O)(CCN2CCCCC2)C2CCCCC2)cc1 (configuration not stated) | ? | ·
O=C(NCc1ccncc1)c1cccc(S(=O)(=O)Nc2ccc(F)cc2)c1 | ? | ·
CCc1cc2c(=O)c(-c3ccc4c(c3)OCCO4)coc2c(CN2CCCCC2C)c1O (configuration not stated) | ? | ·
O=C(CCCNC(=O)c1ccc(Cl)cc1)Nc1ccccc1F | ? | ·
Cc1ccc(C(=O)OCC(=O)Nc2sc3c(c2C#N)CCC3)cc1 | 7% | 0
Cc1ccc2c(c1)N(C(=O)CCC(=O)NCc1cccc(Cl)c1)CC(C)O2 (configuration not stated) | i | -23
O=C(Cc1ccc(S(=O)(=O)N2CCCC2)s1)NC1CCCCCC1 | ? | ·

The listing (from the top)
SMILES | Lipid storage S3 | Lipid storage S3 cell count max
CCOC(=O)/C(C#N)=C/c1cc(C)n(-c2ccc(C)cc2)c1C | ? | ·
COc1ccc(C(c2nnnn2C2CCCC2)N2CCN(c3ccccc3)CC2)cc1 (configuration not stated) | 2% | -3
C=CCn1c2ccccc2c(=O)c2cc(C#CC[C@@H](C)O)ccc21 | ? | ·
COc1ccc2c(c1)CCc1c(C(=O)N3CC4(C)CC3CC(C)(C)C4)noc1-2 (configuration not stated) | ? | ·
C/C(=N\NC(=O)c1ccc([N+](=O)[O-])cc1)c1cc2ccccc2oc1=O | -3% | 6
COc1ccc(OC)c(NC(=O)CN(C)CCOc2ccc(Br)cc2)c1 | i | ·
Cc1ccc(NC(=O)CSc2nc(=O)n(CCCN(C)C)c3c2CCC3)c(C)c1 | i | -2
Cc1nnc(NC(=O)c2ccc(-c3ccc(Cl)cc3)o2)s1 | ? | ·
Cc1cc(C)n(-c2nc(SCCN(C)C)c3c4c(sc3n2)CCCC4)n1 | ? | ·
CC1(C(=O)Nc2c(F)c(F)c(F)c(F)c2F)CC1(Br)Br (configuration not stated) | ? | ·
COc1ccc(C(O)(CCN2CCCCC2)C2CCCCC2)cc1 (configuration not stated) | ? | ·
O=C(NCc1ccncc1)c1cccc(S(=O)(=O)Nc2ccc(F)cc2)c1 | ? | ·
CCc1cc2c(=O)c(-c3ccc4c(c3)OCCO4)coc2c(CN2CCCCC2C)c1O (configuration not stated) | ? | ·
O=C(CCCNC(=O)c1ccc(Cl)cc1)Nc1ccccc1F | ? | ·
Cc1ccc(C(=O)OCC(=O)Nc2sc3c(c2C#N)CCC3)cc1 | 7% | 0
Cc1ccc2c(c1)N(C(=O)CCC(=O)NCc1cccc(Cl)c1)CC(C)O2 (configuration not stated) | i | -23
O=C(Cc1ccc(S(=O)(=O)N2CCCC2)s1)NC1CCCCCC1 | ? | ·
COc1cccc(C(=O)NOCc2ccccc2)c1OC | ? | ·
CC1c2nc3ccccc3n2C(CC(=O)NCCCN2CCOCC2)C(=O)N1Cc1ccccc1 (configuration not stated) | 2% | -2
COC(=O)/C(=C\c1ccc2c(c1)c1ccccc1n2C)NC(=O)c1ccccc1 | ? | ·
COc1ccc(CCNC(=O)C(=O)NCC2OCCN2S(=O)(=O)c2ccccc2)cc1 (configuration not stated) | 7% | 3
N#CC(C#N)=Cc1ccc(-c2ccc(S(=O)(=O)N=C(N)N)cc2)o1 | -12% | 0
CC1(c2nnc(-c3ccc(F)cc3)o2)CC(c2ccc(Cl)cc2)=NO1 (configuration not stated) | 7% | 13
CC1CCN(C(=S)NC(=O)C2CCCCC2)CC1 | ? | ·
CCOc1ccc(S(=O)(=O)N2CCCC(C(=O)N3CCOCC3)C2)cc1C (configuration not stated) | 2.3µM* | -23*
COC(=O)c1cc2c(ccn2-c2ccc(F)cc2)n1CC(C)C | ? | ·
CCOc1ccc2[nH]c(=O)c(C(c3nnnn3C3CCCCC3)N3CCN(CC)CC3)cc2c1 (configuration not stated) | ? | ·
Cc1cc2ncc(-c3cccc(Cl)c3)cn2n1 | ? | ·
NCCCCCc1nnc(SCc2ccc(Cl)c(Cl)c2)o1 | -13% | -6
O=C(O)c1cccc(S(=O)(=O)N2CCN(c3ccccn3)CC2)c1 | i | -10
O=C(c1ccccc1)N1CCN(c2ncnc3c2cnn3-c2ccccc2)CC1 | -13% | -8
CC(NC(=O)Nn1cnnc1)(C(F)(F)F)C(F)(F)F | ? | ·
N#CC(c1ccccc1)N(CCCCl)C(=O)c1ccccc1 (configuration not stated) | -8% | -22
O=c1nc2s/c(=C\c3ccc(-c4ccccc4[N+](=O)[O-])o3)c(=O)n2nc1-c1ccccc1 | -20% | -3
COc1ccc(C2Nc3ccccc3C(=O)N2NS(C)(=O)=O)cc1 (configuration not stated) | ? | ·
COc1ccc(-c2sc3cc4c(cc3c2C#CC2(N)CCCCC2)OCO4)cc1 | ? | ·
COc1ccc(CCCC(=O)NC2CCCCC2C)c(C)c1 (configuration not stated) | -22% | 7
CCCOC(=O)CSC1=C(C#N)C(c2ccccc2OC)C(C#N)C(=O)N1 (configuration not stated) | ? | ·
COC(=O)c1cccc(Nc2nc(-c3cccnc3)nc3ccccc23)c1 | -10% | 3
Cc1cccc(C(=O)OCC(=O)Nc2ccc3c(c2)OCCO3)c1 | ? | ·

A second format for 2 compounds above:
structure,Lipid storage S3,Lipid storage S3 cell count max
O=C(Cc1ccc(S(=O)(=O)N2CCCC2)s1)NC1CCCCCC1,?,·
COc1cccc(C(=O)NOCc2ccccc2)c1OC,?,·

Later entries.
SMILES | Lipid storage S3 | Lipid storage S3 cell count max
Cc1nc(NCCc2ccccc2)sc1C(=O)O | ? | ·
Cc1[nH]c(=S)c(C#N)c(C)c1Cc1ccccc1 | 8% | 16
O=C(CN1CCN(Cc2ccccc2)CC1)Nc1ccc(Cl)cn1 | i | ·
CCOc1cc(-c2conc2N)cc(OCC)c1OCC | -10% | -1
Cc1ccc(CN2CC(C(=O)O)CC2=O)cc1 (configuration not stated) | ? | ·
CN1CCN(C(=O)CN(C)S(=O)(=O)c2ccc3ccccc3c2)CC1 | -14% | -12
O=C(CCN1C(=O)/C(=C/c2ccccc2F)SC1=S)Nc1cccnc1 | ? | ·
Cc1oc(-c2ccccc2Cl)[n+]([O-])c1C | -11% | 1
Cc1nnc(NC(=O)CSc2nnc3scc(-c4ccc(C)c(C)c4)n23)s1 | 19% | -9
CCc1nn(CC(=O)NC(C)CCc2ccccc2)c(=O)c2cc3occc3n12 (configuration not stated) | ? | ·
COc1cccc(NC(=O)COC(=O)c2ccc(F)cc2F)c1 | -3% | 6
CCOC(=O)COc1cc(OCC(=O)OCC)c2c3c(c(=O)oc2c1)CCCC3 | ? | ·
Cc1cc(C)n2nc(SCCOc3ccc(F)cc3)nc2n1 | 7% | 8
CN(C)/C=C/C(=O)C(F)(F)F | ? | ·
Cc1cc(=O)oc(C)c1C(=O)N1CCN(c2ccc(F)cc2)CC1 | 23µM* | -3.9*
COc1ccc(S(=O)(=O)N2CCOCC2)c(Cl)c1Cl | i | 4
COC(=O)CNC(=O)Cn1cnc2sc(C)c(S(=O)(=O)N3CCC(C)CC3)c2c1=O | 0% | -9
O=C1c2ccccc2C(Nc2cccnc2)N1Cc1ccccc1Cl (configuration not stated) | ? | ·
COc1cccc(C(c2c(NC(=O)c3ccccc3)sc(C)c2C)N2CCN(C)CC2)c1 (configuration not stated) | 5% | 2
Cc1nnc(N(C)C(=O)c2ccc3c(c2)OCO3)s1 | 11% | 9
COc1ccc(CCC(N)=O)cc1OC | -8% | -18
c1cc(-c2nn[nH]n2)ccc1CN1CCCCC1 | ? | ·
CCOC(=O)c1ccc(NC(=S)Nc2ccc3[nH]c(=O)[nH]c3c2)cc1 | -17% | -9
O=C1CCSc2ccc(Cl)cc2N1Cc1cccc(Cl)c1 | i | ·
O=C(NCCc1ccc(Cl)cc1)C1CCC(=O)N1Cc1ccc(F)cc1 (configuration not stated) | -11% | -16
c1ccc(-c2ccc(-c3ccccn3)s2)nc1 | 9% | 17
CCOC(=O)c1sc(C)c2c(=O)n(Cc3ccc(Cl)cc3)cnc12 | 3% | 16
CS(=O)(=O)N1CCN(C(=O)c2cc(-c3ccncc3)nc3ccc(Cl)cc23)CC1 | 9% | 4
COc1ccc(NS(=O)(=O)c2ccc3c(c2)CCN3C(=O)CCC(=O)O)cc1OC | 0% | -12
O=C(CSc1nc2ccccc2n1CC(=O)N1CCCC1)NCc1ccc2c(c1)OCO2 | ? | ·
CN(CC(=O)Nc1ccc(N2CCOCC2)cc1)CC(=O)Nc1ccc(N2CCOCC2)cc1 | 6% | -8
O=C1c2cccnc2C(=O)N1Cc1ccc(S(=O)(=O)N2CCN(c3ccc(Cl)cc3)CC2)cc1 | i | -12
Cc1ccc(SCCNC(=O)c2ccccc2C)cc1 | ? | ·
O=c1c(Br)c(NCc2ccccc2)cnn1-c1ccc(F)cc1 | 8% | 15
CCOC(=O)/C=C1\CN(CCC(C)C)S(=O)(=O)c2ccccc21 | ? | ·
CCCc1cc(=O)[nH]c(SCC(=O)c2cc(C)n(CCOC)c2C)n1 | ? | ·
COc1cc(/C=C/c2noc(-c3ccccc3O)n2)cc(OC)c1OC | ? | ·
NC(=O)C1=C[C@H](c2ccc3c(c2)OCO3)C[C@H](OCc2ccc(CO)cc2)O1 | 18% | 9
Cc1cc(C)c2c(c1)/C(=N/Nc1ccc(S(N)(=O)=O)cc1[N+](=O)[O-])CCC2 | ? | ·
O=C(NCCCc1ccccc1)c1ccc(CS(=O)Cc2ccccc2Cl)o1 (configuration not stated) | ? | ·
NC(=O)c1cc([N+](=O)[O-])ccc1NCc1cccnc1 | 7% | 13
O=C(CN1CCN(C(=O)c2cccs2)CC1)Nc1ccc(Br)cc1 | i | ·
Cc1c(OCc2ccccc2)cccc1OCc1ccccc1 | ? | ·
CCNC(=O)C1CC(=O)N(Cc2ccc3c(c2)OCO3)C(=Nc2ccc(OCC)cc2)S1 (configuration not stated) | ? | ·
Cc1cc(NCCCN2CCOCC2)n2c(nc3ccccc32)c1C#N | -16%[9.22 µM] | -2
O=C(Nc1ccc(Cl)cc1C(F)(F)F)C(Sc1nnc(-c2cccs2)o1)c1ccccc1 (configuration not stated) | -16% | -18
CCCC(C)NC(=O)CSc1nnc(-c2c[nH]c3ccccc23)o1 (configuration not stated) | ? | ·
CCOc1ccc2ccccc2c1C(=O)N1CCN(c2ccccc2)CC1 | i | ·
O=C(NCCN1CCN(c2ccccc2)CC1)C1CCN(S(=O)(=O)c2cccc3nonc23)CC1 | 3% | 18
Cc1ccc(/C(N)=N/OC(=O)Cc2cccc3ccccc23)cc1 | ? | ·

Next entries.
SMILES | Lipid storage S3 | Lipid storage S3 cell count max
CC1CCC(=NNC(=O)Cc2cccn2C)CC1 (configuration not stated) | ? | ·
CCc1cc(C(=O)OC)c(NC(=O)CN2CCN(C(=O)c3ccco3)CC2)s1 | -16% | 14
CCOC(=O)c1sc(NC(=O)C(C)Sc2nnc(N)s2)nc1C (configuration not stated) | 8% | -13
Cc1cc(C)nc(Nc2ccc(O)cc2)n1 | ? | ·
CCOc1ccc(S(=O)(=O)N2CCN(C(=O)Cc3ccc(S(=O)(=O)N4CCOCC4)s3)CC2)cc1 | ? | ·
Cc1ccc(NC(=O)C(=O)N2CCCC2)cc1Cl | ? | ·
CC(=O)N(Cc1ccccc1)c1ccc(C(=O)O)cc1 | ? | ·
CC(=O)c1cccc(NC(=S)NCc2ccco2)c1 | -4% | 2
COC(=O)c1c(NC(=O)COC(=O)[C@@H](NS(=O)(=O)c2ccccc2)C(C)C)sc2c1CCC2 | -18% | -6
CC1(C)CC(=O)C(N=Nc2cccc(F)c2C#N)=C(O)C1 | 28% | ·
Cc1cccc2c1-c1sc(C(=O)Nc3nccs3)cc1CO2 | ? | ·
Cc1cc(C)c(C(=O)CSc2nnc(-c3ccccc3Br)o2)cc1C | ? | ·
Cn1c(=O)c2c(ncn2CC(=O)OCC(=O)NC2CCCc3ccccc32)n(C)c1=O (configuration not stated) | ? | ·
COc1ccc(NC(=O)COC(=O)c2cc(Cl)ccc2O)cc1S(=O)(=O)N1CCCCC1 | ? | ·
CN1CCc2c(sc(NC(=O)c3ccc(S(=O)(=O)N4CCCCCC4)cc3)c2C(N)=O)C1 | ? | ·
COc1ccccc1CC(=O)N1CCN(c2cccc(C(F)(F)F)c2)CC1 | ? | ·
COc1ccccc1C(=O)NCCC(=O)N1CCN(S(=O)(=O)c2ccccc2C(F)(F)F)CC1 | ? | ·
Cc1cc(C)c2c(n1)sc1c(O)cc(=O)[nH]c12 | i | ·
CCOc1ccccc1-c1nc(C(N)=O)c2[nH]c(=O)n(-c3cccc(C)c3)c2n1 | ? | ·
O=C(CSc1nncn1-c1cccnc1)Nc1ccccc1C(F)(F)F | ? | ·
CCN1CCCc2cc(CN(CCN3CCOCC3)C(=S)Nc3cc(F)cc(F)c3)ccc21 | -10% | -17
